Assay outcomes: PubChem BioAssay, several laboratories
Shn3 inh set2 – inhibitors of Schnurri-3 3'UTR reporter in osteoblasts; Clone20 osteoblast Shn3 3'UTR firefly luciferase, 24 h; inhibition, % at 12.5 µM; hit rate 0.52% among 360,000;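 active = mean inhibition of at least 75% with every replicate also reaching 75%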;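 also: 0% = median of neutral control wells and 100% = pilot-screen positive control compound; some compounds past the cut are filed as inactive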
CF NFkB inh – blocks PAF-induced NF-kB reporter in cystic fibrosis cells | KKLEB NF-kB-GFP reporter, GFP fluorescence overnight | inhibition, % at 5 µM | hit rate 0.86% among 360,000 | AID 588850;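 active = at least 50% inhibition at 5 µM, scaled per plate between neutral and stimulator controls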;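 also: PAF is a Pseudomonas aeruginosa culture filtrate used as stimulus; plate controls were PAF-stimulated DMSO wells for no effect and unstimulated DMSO wells for full effect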
HIF-2a block – inhibitors of HIF-2a; 786-0 RCC cells HIF-2a reporter, luciferase luminescence, overnight; inhibition, % at 18.8 µM; hit rate 0.72% among 360,000; AID 624352;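 active = inhibition of the luminescence signal of 40% or more relative to plate controls, in a single-dose primary screen at 18.75 µM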
hiPSC survival – hiPSC single-cell survival enhancement; ATPlite luminescence; 100% = ROCK inhibitor wells, 0% = DMSO; survival enhancement, % at 20 µM; hit rate 0.044% among 360,000; in the data active = survival enhancement above about 18%;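 also: cells exposed to compounds for 16 hours before the ATP read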
EBV LMP1 NFkB – inhibitors of Epstein-Barr LMP1-induced NF-kappaB reporter; LMP1-induced NF-kappaB luciferase reporter cells, luminescence; inhibition, % at 12.5 µM; hit rate 0.69% among 350,000; AID 504558; in the data active = inhibition above about 41%;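 also: 0% = neutral control wells and 100% = reference inhibitor control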
Peg3 promoter – inhibitors of Peg3 promoter; HeLa PEG-Prom luciferase reporter, luminescence, overnight; hit rate 1.7% among 360,000; inhibition, % at 20 µM;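 active = inhibition of at least 50% at 20 µM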
TRPM1 prom inh – inhibitors of MITF-driven TRPM1 promoter in melanoma cells; SK-MEL-5 TRPM1 promoter luciferase, 24 h; hit rate 0.83% among 330,000; AID 488899; inhibition, % at 12.5 µM;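 active = mean inhibition across replicates of 60% or more, whatever share of single replicates reaches that level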; also: values of inactives mirror those of a sister screen read the other way
NR2E3 ag-1 – agonists of human NR2E3 nuclear receptor; Q9Y5X4; CHO-S Gal4-NCOR/VP16-NR2E3 two-hybrid, luciferase; inhibition of corepressor binding, % at 3.98 µM; hit rate 0.35% among 360,000; AID 602229;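 active = inhibition above the mean of all tested compounds plus 3 SD, cut at about 70% in these data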;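 also: 0% = DMSO with NR2E3 transfected cells and 100% = cells lacking NR2E3 construct; higher means lower luciferase signal from less NR2E3 corepressor binding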
Target sequence (Q9Y5X4 whole entry, looked up, the tested form may be a part): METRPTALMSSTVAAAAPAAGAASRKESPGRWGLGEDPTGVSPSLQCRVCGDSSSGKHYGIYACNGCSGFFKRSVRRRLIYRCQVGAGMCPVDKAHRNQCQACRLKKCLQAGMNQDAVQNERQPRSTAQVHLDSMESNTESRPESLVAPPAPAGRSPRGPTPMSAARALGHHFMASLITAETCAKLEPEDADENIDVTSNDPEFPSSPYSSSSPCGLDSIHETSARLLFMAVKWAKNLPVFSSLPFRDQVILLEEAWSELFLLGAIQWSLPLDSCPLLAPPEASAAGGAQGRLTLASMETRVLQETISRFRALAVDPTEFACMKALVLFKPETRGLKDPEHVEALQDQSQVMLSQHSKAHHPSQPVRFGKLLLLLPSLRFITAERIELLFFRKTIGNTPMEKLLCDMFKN
KKLEB tox – counter-screen for CF NF-kB inhibitors: cytotoxicity. activity change (cytotoxicity), % at 5 µM. hit rate 0.36% among 360,000. AID 602141. KKLEB CF airway cells viability, ATPlite luminescence, overnight; stronger effect = lower value; cells stimulated with P. aeruginosa culture filtrate;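 active = corrected activity change at or below -50% at 5 µM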
TRAIL sens C8 – caspase-8 TRAIL sensitization; NB7+C8 cells + TRAIL, ATPlite viability luminescence; inhibition (viability loss, TRAIL sensitization), % at 10 µM; hit rate 1% among 360,000; AID 624354;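 active = compounds causing at least 50% loss of cell viability in the single-dose screen, relative to plate controls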
NR2E3 ag-2 – activates human photoreceptor nuclear receptor NR2E3 | hit rate 0.12% among 320,000 | GST-NR2E3/biotin-RetCOR TR-FRET, 1536-well | inhibition of corepressor binding, % at 4.78 µM | AID 2300 | Q9Y5X4;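 active = percent inhibition above the cutoff of mean plus 3 SD of all tested compounds, set per screening campaign, cut at about 20% in these data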;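 also: 0% = DMSO wells and 100% = biotin wells as full block of FRET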
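Test system – NR2E3–RetCOR corepressor complex · Quantity – NR2E3 fusion 1.35 nM · Buffer or medium – Tris pH 7.5 · Incubation – Compound–protein incubation for 5 h at 4 °C · Technique – TR-FRET, Eu(K)-anti-GST donor, streptavidin-D2 acceptor, ex 340, em 617/671 nm · Evaluation – percent inhibition of 671/617 nm emission ratio versus biotin and DMSO controls · Plate – 1536-well format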
The depositor's hits bear a star; . = not tested or not shown. An excerpt, so the mix of outcomes need not match the whole.

SMILES | Shn3 inh set2 | CF NFkB inh | HIF-2a block | hiPSC survival | EBV LMP1 NFkB | Peg3 promoter | TRPM1 prom inh | NR2E3 ag-1 | KKLEB tox | TRAIL sens C8 | NR2E3 ag-2
CSc1ccccc1NC(=O)COC(=O)Cc1ccsc1 | 1.6 | 12.8 | 12.1 | -0.4 | 4.0 | 1.0 | 14.1 | -25.2 | -12.7 | -11.7 | .
Brc1cccc(CNc2nc3ccccc3n2CCN2CCOCC2)c1 | 5.6 | 5.2 | 12.9 | -0.1 | 4.5 | 20.7 | -2.5 | -18.3 | -10.4 | 2.7 | 4.0
COC(=O)[C@@]1(C)[C@H]2C(=O)N(Cc3ccccc3)C(=O)[C@H]2[C@H]2CN=C(SC)N21 | -29.9 | 1.5 | -4.3 | -1.2 | 0.0 | -2.9 | -10.6 | -23.8 | 9.6 | 2.3 | .
S=C(NCc1ccncc1)Nc1ccc(Br)cc1Cl | 72.3 | -8.6 | -63.8 | -0.4 | 7.4 | -8.9 | 7.8 | 43.6 | 13.0 | 4.2 | -0.4
Nc1c(C(=O)N2CCCCC2)sc(=S)n1-c1ccccc1 | 8.4 | 25.5 | -19.7 | -1.2 | 13.0 | -20.4 | 1.3 | -4.7 | 4.7 | -8.3 | 0.9
O=C(Nc1cccc(F)c1)NC1CC2CCCC(C1)N2C1CC1 (centres undefined) | -5.1 | -11.4 | 6.8 | -4.5 | 0.8 | 13.3 | -6.1 | -0.8 | -6.9 | -1.4 | 0.2
O=C(CC1CCCC1)N1CCN(S(=O)(=O)c2ccccc2)CC1 | 1.2 | 7.4 | 11.0 | 0.4 | 4.7 | 1.9 | 2.2 | -4.5 | -25.2 | -0.2 | -1.3
COc1ccc(OC)c(NC(=O)C2CCCN(S(=O)(=O)c3cccc4nsnc34)C2)c1 (centres undefined) | 16.4 | 1.4 | 9.1 | -0.9 | -5.1 | 10.1 | 0.3 | -7.8 | 8.9 | 0.2 | -0.9
CC(OC(=O)c1cc2c(ccc3ccccc32)oc1=O)c1nc2ccccc2s1 (centres undefined) | -0.1 | -18.2 | -22.3 | 1.3 | 2.7 | -9.6 | 9.9 | -18.9 | 5.4 | -17.5 | 5.2
CCN(CC)CCNC(=O)c1c(C)n(-c2ccccc2)c2cc(Br)c(OC)cc12 | 4.3 | 16.5 | 22.3 | -3.5 | -39.4 | 65.5* | 74.3* | 9.3 | -15.6 | 1.8 | -0.7
COc1ccc(C(=O)C2CCCN(Cc3ccc4nonc4c3)C2)cc1OC (centres undefined) | -9.1 | -17.3 | 4.3 | -0.6 | 3.3 | 5.5 | 4.1 | 3.3 | -5.1 | 0.1 | 0.2
COc1ccc(C(C(=O)NC2CCCC2)N(C(=O)c2snc(-c3ccc(F)cc3)c2N)c2ccccc2)cc1 (centres undefined) | 4.6 | -5.0 | 16.5 | -0.2 | -30.1 | 38.6 | 17.6 | -10.0 | -10.1 | 7.7 | -3.2
CCOc1ccc(N(C)S(=O)(=O)c2c[nH]c(C(=O)OC)c2)cc1 | -1.2 | -9.8 | -2.8 | -0.5 | -8.3 | -0.5 | -3.3 | -1.6 | 8.0 | -14.1 | -0.6
Cc1cccc(C2CC(c3ccccc3)Nc3ncnn32)c1 (centres undefined) | -28.1 | 4.4 | 5.6 | -2.8 | 0.4 | 6.6 | . | -12.4 | -5.9 | -4.8 | 5.1
O=C(Cn1nnc(-c2ccccc2NC(=O)C2CC2)n1)NC1CCCCC1 | -9.6 | -1.4 | 8.8 | 0.2 | 3.3 | 3.4 | 13.2 | -0.2 | 2.2 | -4.8 | 3.4
CC(=O)C1C(c2cccc(Oc3ccccc3)c2)NC(=O)NC1(O)C(F)(F)F (centres undefined) | 5.8 | 0.3 | 22.0 | -0.3 | -1.7 | 6.6 | 4.0 | -0.4 | 5.7 | 5.8 | -0.7
CCC(C(=O)Nc1cc(C)nn1-c1nc(C)cc(C)n1)c1ccccc1 (centres undefined) | 6.9 | 7.1 | 18.9 | 0.5 | 11.3 | 13.3 | -1.3 | -4.4 | -12.5 | -4.2 | -1.9
CCO[C@@H]1OC(C(=O)NCc2ccccc2)=C[C@H](C)[C@H]1CCCO | 8.9 | -46.5 | -4.6 | -1.2 | 5.9 | 0.6 | -9.2 | 10.2 | 13.8 | 0.2 | -1.0
CNC(=O)C12CCC(C)(c3nc4cc(C)c(C)cc4nc31)C2(C)C (centres undefined) | 1.0 | -11.0 | -1.7 | 3.6 | 3.1 | 20.7 | 10.4 | 1.5 | 10.8 | 2.9 | 3.8
CCc1ccc(NC(=O)CN(N=Nc2nonc2C)c2nonc2C)cc1 | -12.4 | -10.6 | 9.1 | 0.0 | -35.4 | 14.5 | -11.0 | -17.5 | -1.0 | -7.0 | 2.8
CC(C)N1CCc2c(sc(NC(=O)CCc3ccccc3)c2C(N)=O)C1 | 4.3 | 19.3 | -1.6 | -0.4 | -3.0 | -18.5 | 5.4 | 6.9 | -2.3 | -2.8 | 3.8
Cc1ccc(-c2c(C(=O)N/N=C/c3ccncc3)nnn2-c2nonc2N)cc1 | 4.4 | -12.6 | 5.5 | -0.4 | 4.1 | 0.3 | -25.1 | -16.3 | 5.0 | -15.7 | 4.5
COc1cc(C(=O)Nc2ccc(Nc3ccccc3)cc2)cc(OC)c1OC | 9.4 | -9.6 | 1.2 | -0.4 | 5.8 | -3.6 | -0.1 | 8.1 | 0.0 | -9.6 | 1.5
CCN(CC(=O)NCc1cccs1)C(=O)c1ccc(OC)c(S(=O)(=O)N2CCOCC2)c1 | -5.0 | 14.2 | 4.3 | 1.5 | 1.1 | 7.8 | 5.1 | -15.1 | -19.7 | -6.0 | 2.0
CC(=O)C[C@H](O)CC(=O)[C@H]1OC(=O)CCCCCCc2ccccc21 | -10.2 | 12.2 | 5.6 | 1.3 | 3.9 | -5.6 | -6.4 | -19.1 | 8.2 | -5.9 | .
CCCC1C(=O)Nc2ccccc2N1C(=O)c1cccc(C)c1 (centres undefined) | 13.4 | -18.4 | 26.5 | 0.0 | -0.5 | 4.0 | 9.1 | 8.5 | 5.2 | -0.5 | -0.4
Cc1cccc(NC(=O)C23CCC(C)(C2Br)C3(C)C)c1 (centres undefined) | -1.7 | 2.9 | -7.2 | -2.1 | 33.9 | -5.4 | -13.3 | -9.0 | -8.8 | 6.9 | 1.4
NCCSC1CC(=O)N(c2ccc(Cl)c(Cl)c2)C1=O (centres undefined) | -8.6 | -7.5 | -79.0 | -0.3 | 7.7 | -47.6 | -18.4 | -2.5 | -0.2 | 6.7 | 1.1
COC(=O)c1scc(C)c1NC(=O)c1ccccc1F | 2.9 | -5.8 | 1.9 | 0.7 | -1.8 | 5.9 | 3.4 | -30.4 | 6.3 | 3.5 | -2.2
C/C=C(/C)C(=O)Nc1cccc(C2=NOC3(C2)C[C@@H](C(N)=O)N(C(=O)CC)C3)c1 (some centres undefined) | -19.6 | 10.0 | 14.3 | 2.5 | 5.1 | 1.2 | 2.5 | 6.0 | -4.5 | -8.6 | 3.1
Cc1nnc(NC(=O)CSc2nnc(CNC(=O)c3ccccc3)o2)s1 | 1.1 | -38.9 | 16.4 | 0.8 | -8.8 | 10.0 | 4.1 | 6.9 | 5.8 | 7.5 | 2.4
COc1ccc2nc(C)cc(SCC(=O)N/N=C/c3ccccc3)c2c1 | -1.7 | 25.3 | 4.2 | -0.7 | 6.0 | 18.5 | 3.6 | -27.9 | -3.3 | 1.8 | 0.4
COc1ccc(C2=NS(=O)(=O)N(C)C(C(=O)N3CCC(C)CC3)=C2)cc1 | 8.1 | 12.7 | 11.4 | -1.7 | -7.6 | 14.6 | . | -6.9 | -16.2 | 10.3 | 3.9
O=c1cc(N2CCCCC2)c(-c2ccccc2)nn1Cc1ccc(F)cc1 | -4.5 | 5.7 | 5.5 | 1.4 | -22.8 | 22.4 | 6.5 | -9.8 | -8.4 | -1.7 | -0.4
COc1cccc2cc(C(=O)CS(=O)(=O)c3ccc(C)cc3)c(=O)oc12 | -13.1 | -5.9 | 0.8 | -0.5 | 4.9 | -2.6 | -8.1 | -17.6 | 18.2 | 5.4 | 6.9
N#CC1=C(N)Oc2cc(N)ccc2C1C1CCCCC1 (centres undefined) | 9.7 | 19.0 | 13.4 | -1.8 | 2.2 | 20.3 | 27.9 | -28.2 | -13.5 | -5.8 | 2.0
CCOC(=O)C(C)n1nc(-c2ccccc2)c2ccccc2c1=O (centres undefined) | 10.4 | 12.8 | 24.2 | -2.5 | 6.4 | 12.2 | 6.5 | -13.2 | -7.8 | 4.3 | -0.1
CCOc1ccc(CCNC(=O)COC(=O)c2nc3nc(C)cc(C)n3n2)cc1OCC | 15.2 | -15.5 | -5.3 | -0.8 | -4.6 | -20.2 | 12.9 | -3.4 | 14.8 | -7.4 | -1.1
Cc1cc(C)cc(NC(=O)c2ccc(NC(=O)c3ccco3)cc2)c1 | 9.6 | -56.3 | -20.9 | -0.5 | 10.8 | 2.9 | -3.5 | 8.6 | 17.2 | 10.3 | 5.5
O=c1c2c3nc4ccccc4nc3n(/N=C/c3ccccn3)c2ncn1-c1ccccc1 | 28.7 | -140.6 | -19.4 | 1.7 | 4.2 | 23.3 | 1.9 | -9.2 | 10.4 | 2.6 | -0.6
O=C(Nc1ccc(-c2nc3ccccc3o2)c(O)c1)c1cc(-n2cnnc2)ccc1Cl | 35.0 | -3.0 | -33.5 | -0.3 | -18.2 | -30.2 | 35.3 | -1.3 | 9.3 | 29.1 | -3.3
CC(C)(C#N)C(C)(C)c1nn[nH]n1 | -13.4 | -2.4 | -4.5 | 0.6 | 6.0 | 14.2 | -6.0 | 12.4 | -2.4 | -18.8 | 0.9
CCCC(c1nnnn1C(C)(C)C)N1CCN(c2ccccc2)CC1 (centres undefined) | 7.6 | -31.5 | 13.7 | 0.0 | 0.8 | 2.0 | 1.7 | -8.0 | 10.6 | 2.4 | -3.6
CCOc1ccc(CCNC(=O)CS(=O)Cc2nc(-c3ccc(C)cc3)oc2C)cc1 (centres undefined) | 8.8 | -20.6 | -1.6 | 0.2 | -1.8 | -5.7 | 14.1 | 26.3 | 17.3 | -18.0 | -1.6
Cc1cc(C)c2c(CN3CCN(Cc4ccccc4)CC3)cc(=O)oc2c1 | 1.9 | -1.6 | 16.5 | 1.1 | -0.4 | 17.1 | -4.2 | 4.2 | -1.7 | -9.0 | .
